KAT2A inh = GCN5L2 (KAT2A) acetyltransferase inhibition | Q92830 | GCN5L2 HAT assay, ThioGlo1 CoA-SH fluorescence | Potency, µM (highest dose often 58.9 µM), without a hit: at the top dose activity change, negative = inhibition, most hits filed as inhibitors | hit rate 0.21% among 390,000
Target sequence (Q92830 whole entry, looked up): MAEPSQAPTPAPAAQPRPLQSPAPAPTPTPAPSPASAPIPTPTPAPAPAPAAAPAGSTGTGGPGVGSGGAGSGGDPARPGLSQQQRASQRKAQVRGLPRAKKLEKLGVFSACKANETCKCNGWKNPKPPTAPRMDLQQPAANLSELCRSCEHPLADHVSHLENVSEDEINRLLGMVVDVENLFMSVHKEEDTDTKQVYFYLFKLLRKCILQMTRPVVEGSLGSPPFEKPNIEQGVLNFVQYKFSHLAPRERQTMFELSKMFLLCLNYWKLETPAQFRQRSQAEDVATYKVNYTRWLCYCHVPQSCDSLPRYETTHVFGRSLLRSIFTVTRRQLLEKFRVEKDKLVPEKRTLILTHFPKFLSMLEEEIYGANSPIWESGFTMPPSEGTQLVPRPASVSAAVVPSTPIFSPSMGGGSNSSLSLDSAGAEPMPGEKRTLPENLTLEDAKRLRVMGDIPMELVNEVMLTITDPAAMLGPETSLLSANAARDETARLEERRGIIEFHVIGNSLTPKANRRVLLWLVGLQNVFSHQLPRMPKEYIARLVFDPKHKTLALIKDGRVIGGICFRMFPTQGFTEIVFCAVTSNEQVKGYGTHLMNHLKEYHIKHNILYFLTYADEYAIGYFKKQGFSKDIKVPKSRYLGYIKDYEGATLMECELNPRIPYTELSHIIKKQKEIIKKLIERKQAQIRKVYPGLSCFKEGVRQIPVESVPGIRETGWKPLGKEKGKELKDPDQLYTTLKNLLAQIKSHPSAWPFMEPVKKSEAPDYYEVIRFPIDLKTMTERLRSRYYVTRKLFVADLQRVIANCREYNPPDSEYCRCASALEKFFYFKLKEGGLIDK
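Fluorescence readout, Ex340nm/Em540nm: ThioGlo1 (50uM final) reacts with free CoA thiol released as 20nM GCN5L2 acetylates H3(1-25) peptide (75uM) using acetyl-CoA (70uM). Compound and enzyme sat 15 min beforehand; 20 min room-temperature reaction.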
TDP1 cell noCPT = qHTS for Inhibitors of human tyrosyl-DNA phosphodiesterase 1 (TDP1): qHTS in cells in absence of CPT; AID 686978, 2013; hit rate 15% among 420,000; Potency, µM (series often up to 46.2 µM), for inactives: at the top dose activity change, negative = growth inhibition, actives largely listed as inhibitors; DT40 Tdp1-/- hTDP1 cells, no CPT, ATP luminescence, 48 h; further: nearly all actives have a fitted effect of over 55% in size
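Readout: luminescence from CellTiter-Glo after 30 min in the dark at RT. Cells: DT40 Tdp1-/- with stable hTDP1, 400/well. Exposure: compounds alone, ≥48 hr, 37 °C.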
TDP1 cell CPT = growth inhibition of DT40 Tdp1-/-;hTDP1 cells with camptothecin (screen for TDP1 inhibitors) | chicken DT40 Tdp1-/-;hTDP1 cells + 20 nM CPT, ATP luminescence, 48 h | Potency, µM (highest dose often 46.2 µM), without a hit: at the highest dose activity change, negative = growth inhibition, actives largely listed as inhibitors | hit rate 12% among 420,000 | AID 686979; further: nearly all actives have a fitted effect of over 55% in size
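Cell growth measured by CellTiter-Glo luminescence after a minimum 48 h, 37 C compound exposure with 20 nM CPT in Tdp1-knockout DT40 cells stably expressing hTDP1, seeded 400/well; qHTS titration format.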
Starred values were filed as active, the others as inactive; ? = inconclusive; . = no result given. The call rests on the fitted dose curve; in most records, active means well fitted curve in the direction sought with a large enough effect; inconclusive means small, poorly fitted or top-dose-only effect, or another doubt; inactive means no such curve, though single readings can be large; an effect the other way counts as inactive or inconclusive. On the % scale 0 is the no-effect control and ±100 the full control effect; potency means the concentration at half of the fitted maximal effect.

Screens in order: KAT2A inh | TDP1 cell noCPT | TDP1 cell CPT
> Cc1ccc(SCC(=O)Nc2nnc(C(C)(C)C)s2)cc1
 : 8% | -27% | 15%
> Cn1c(=O)c2cn(-c3cccc4ccccc34)cc2n(C)c1=O
 : 0% | 26µM* | ?
> CCc1ccc(NC(=O)/C(C#N)=C/c2cn(CC(=O)O)c3ccccc23)cc1
 : -4% | -2% | 19%
> COc1cc(OC)cc(C(=O)NC(C(=O)NCCN(C)C)C23CC4CC(CC(C4)C2)C3)c1 (stereo not given)
 : 2% | ? | ?
> CC(=O)NC(Cc1ccc(F)cc1)C(=O)NC1CCN(S(=O)(=O)c2ccccc2)CC1 (stereo not given)
 : 1% | -6% | -12%
> COc1cccc(CNC(=O)c2ccc(CSc3nc4ccncc4n3Cc3cccc(C)c3)cc2)c1
 : -6% | 16µM* | 21µM*
> CCc1noc(C)c1C(=O)OC(C)C(=O)NCc1ccc(OC)cc1 (stereo not given)
 : 2% | 15% | -19%
> CCc1ccc2c(c1)c(=O)c(C(=O)c1ccccc1)cn2CC(=O)Nc1ccc(C)c(Cl)c1
 : -12% | 12µM* | 21µM*
> O=C1COc2ccc(S(=O)(=O)N3CCN(c4cccc(C(F)(F)F)c4)CC3)cc2N1
 : -3% | 7% | -15%
> Cc1ccc(S(=O)(=O)N2CCN(C)CC2)cc1C(=O)NC1CCCCC1
 : ? | -3% | -8%
> Cc1onc(-c2ccccc2)c1C(=O)NC(=S)NNC(=O)c1ccc(O)cc1O
 : 2% | 4.6µM* | 4.1µM*
> CCOc1ccccc1NC(=O)c1cn(C2CCCCC2)c(=O)c2c1c1ccccc1n2C
 : 2% | ? | ?
> CCOc1cc(/C=N/NC(=O)c2c(-c3ccccc3)noc2C)ccc1O
 : 0% | -7% | -23%
> CC(C)c1nc(Cl)c(C#N)c2c1CCCC2
 : -1% | -19% | -17%
> Cn1nc([N+](=O)[O-])nc1Oc1ccccc1
 : -16% | 2% | -3%

Compound profiles, as listed above. Values in the order: KAT2A inh | TDP1 cell noCPT | TDP1 cell CPT
`CC(=O)NC(Cc1ccc(F)cc1)C(=O)NC1CCN(S(=O)(=O)c2ccccc2)CC1` (stereo not given) in the list: 1% | -6% | -12%
`CCc1ccc(NC(=O)/C(C#N)=C/c2cn(CC(=O)O)c3ccccc23)cc1` in the list: -4% | -2% | 19%

In another format: results already given
SMILES,KAT2A inh,TDP1 cell noCPT,TDP1 cell CPT
O=C1COc2ccc(S(=O)(=O)N3CCN(c4cccc(C(F)(F)F)c4)CC3)cc2N1,-3%,7%,-15%
Cc1ccc(S(=O)(=O)N2CCN(C)CC2)cc1C(=O)NC1CCCCC1,?,-3%,-8%
Cc1onc(-c2ccccc2)c1C(=O)NC(=S)NNC(=O)c1ccc(O)cc1O,2%,4.6µM*,4.1µM*
CCOc1ccccc1NC(=O)c1cn(C2CCCCC2)c(=O)c2c1c1ccccc1n2C,2%,?,?
CCOc1cc(/C=N/NC(=O)c2c(-c3ccccc3)noc2C)ccc1O,0%,-7%,-23%
CC(C)c1nc(Cl)c(C#N)c2c1CCCC2,-1%,-19%,-17%

New compounds follow
Screens in order: KAT2A inh | TDP1 cell noCPT | TDP1 cell CPT
> COc1ccccc1NC(=O)Cc1ccsc1
 : -3% | -5% | -12%
> COc1ccc2c(c1OC)C(=O)OC2Nc1nc(-c2cccc([N+](=O)[O-])c2)cs1 (stereo not given)
 : -12% | -1% | 2%
> CCN(C(=O)COc1ccccc1C(=O)NCc1ccccc1)C1CCS(=O)(=O)C1 (stereo not given)
 : 2% | 0% | -13%
> Cc1cccc(C(C)C)c1NC(=O)c1ccc(CN(c2ccccc2)S(=O)(=O)c2ccccc2)cc1
 : 22% | ? | -27%
> O=C(Nc1ccc(F)cc1)N[C@H]1CC[C@H](CCNS(=O)(=O)c2cccc(Cl)c2)O[C@@H]1CO
 : . | ? | ?
> COCCNC(=O)C(c1ccc(C)o1)N(CCOC)C(=O)Cn1nnc2ccccc21 (stereo not given)
 : -6% | 13% | -5%
> CCC1C(=O)n2nc(-c3ccccc3)cc2N=C1C (stereo not given)
 : -5% | 10µM* | 8.2µM*
> O=C(Nc1cccc(Br)c1)c1cc(=O)c2ccccc2o1
 : -8% | ? | ?
> CCCS(=O)(=O)NC(=O)C1(C)CCN(C(=O)c2ccc(C#N)cc2)C1 (stereo not given)
 : . | -14% | 1%
> COC(=O)C(C)Sc1ccc2nnc(CCNS(=O)(=O)c3ccccc3)n2n1 (stereo not given)
 : -4% | -25% | -6%
> COc1ccc(-c2ccnc3ncnn23)cc1
 : -8% | 3% | -5%
> Cc1cccc(NC(=O)COC(=O)CCc2ccc(S(=O)(=O)N3CCOCC3)cc2)c1C
 : -2% | 4% | 0%
> O=C1c2ccccc2NC(c2cc(Cl)cc(Cl)c2O)N1Cc1cccnc1 (stereo not given)
 : 0% | 2% | 15%
> CCCCN1CC[C@H]2C=CC[C@@H](C(=O)NCc3cccnc3)[C@H]2C1=O
 : . | 5% | 2%
> Cc1ccc(S(=O)(=O)NC(=O)C2(C)CCN2C(=O)C2(c3ccc(Cl)cc3)CC2)nc1 (stereo not given)
 : . | 0% | -7%

The final 2 records of the part before open the next one.
Screens in order: KAT2A inh | TDP1 cell noCPT | TDP1 cell CPT
> CCCCN1CC[C@H]2C=CC[C@@H](C(=O)NCc3cccnc3)[C@H]2C1=O
 : . | 5% | 2%
> Cc1ccc(S(=O)(=O)NC(=O)C2(C)CCN2C(=O)C2(c3ccc(Cl)cc3)CC2)nc1 (stereo not given)
 : . | 0% | -7%
> CNc1nc(-c2ccc3c(c2)OCO3)nc2ccccc12
 : -22% | ? | ?
> Cc1ccc(C(=O)Nc2ccc(C(=O)N3CCCCC3)cc2)cc1
 : -1% | -24% | -18%
> COc1ccc(NC(=O)CSc2ccc3nnc(-c4cccnc4)n3n2)cc1
 : -3% | -3% | 6%
> O=C(Nc1ccc([N+](=O)[O-])cc1)Nc1nc(-c2ccc(Cl)s2)cs1
 : -4% | 3.7µM* | 4.6µM*
> CCc1noc(C)c1C(=O)N1CC(C)SC1=Nc1ccc(Cl)cc1 (stereo not given)
 : -4% | -28% | -19%
> O=c1oc2ccccc2nc1/C=C(\O)c1ccccc1
 : 2% | ? | ?
> Cc1cc(C)n(-c2ccn(Cc3ccc(Cl)cc3Cl)c(=O)n2)n1
 : 0% | 16µM* | 21µM*
> COc1ccc(CCN(C)CCC(=O)Nc2cccc(C)c2)cc1OC
 : -4% | -26% | -23%
> O=C(Nc1ccc(Cl)cn1)c1ccc(-c2cc(Cl)ccc2Cl)o1
 : 0% | -29% | -10%
> Cc1ccc(Nc2cc(C)nn2-c2nc(C)cc(C)n2)cc1
 : 0% | 5.8µM* | 5.8µM*
> COc1ccc(/C=C/C(=O)Nc2cccc(F)c2)cc1
 : -4% | ? | ?
> O=[N+]([O-])c1cn(Cc2ccccc2)cn1
 : 2% | 2% | -14%
> Cc1cc(C)cc(C(=O)NCC(=O)OCC(=O)NCC(F)(F)F)c1
 : -6% | 2% | 3%
> Cc1ccc(C(=O)OCC(=O)Nc2cc(C(C)(C)C)nn2-c2ccccc2)c(O)c1
 : 2% | ? | ?
> COc1ccc(N2CCN(Cc3nc4sc(C)c(C)c4c(=O)[nH]3)CC2)cc1
 : -14% | -6% | 0%
> O=C(Nc1ccnn1C1CCN(Cc2ccc(CO)o2)CC1)c1cccc(F)c1
 : . | ? | -5%
> Cn1c(SCC(=O)N2CCCCC2)nc2cccnc21
 : 1% | -9% | -8%
> COc1ccc(Cc2nnc(SCC(=O)N3CCCCC3)o2)cc1
 : 7% | 23µM* | 5%
> COc1cc2c(cc1NC(=S)Nc1ccccc1C)oc1ccccc12
 : -21% | ? | ?
> C=CCn1c(SCC(N)=O)nnc1-c1cc2c(s1)CCC(CC)C2 (stereo not given)
 : -1% | -16% | -14%
> C1CCN(Cc2nnnn2CC2CCCO2)CC1 (stereo not given)
 : 25% | -3% | 2%
> CCCC(C(=O)NCc1ccccc1)N(C(=O)Cn1nnc(-c2cccs2)n1)c1ccc2c(c1)OCCO2 (stereo not given)
 : -7% | -24% | -29%
> COc1ccc(C(=O)CSc2ccc3nnc(-c4cccnc4)n3n2)cc1
 : -2% | -16% | 9%
> O=C(CCOc1ccc(F)cc1)Nc1nccs1
 : 0% | -1% | 2%
> CCCCc1ccc(NC(=O)c2c(C)noc2C)cc1
 : -1% | ? | -16%
> O=C1CCCc2c1[nH]c1ccc(CN3CCCCC3)cc21
 : -3% | ? | 16µM*
> O=C(CC1N=C2c3ccccc3N=C(SCc3ccc(F)cc3)N2C1=O)NCCc1ccccc1 (stereo not given)
 : -2% | ? | ?
> CCN(CC)Cc1c(O)c(Cl)cc2c(C)c(C)c(=O)oc12
 : ? | 3% | -13%
> CCCc1cc(-c2n[nH]c(=S)n2Cc2ccccc2)cs1
 : -1% | 29µM* | -16%
> COc1ccc(CCNC(=O)COC(=O)c2cc(=O)c3ccccc3o2)cc1
 : -3% | 12% | 2%
> CC(=O)Nc1ccc(NC(=O)COC(=O)c2n[nH]c3ccccc23)cc1
 : -6% | 0% | -10%
> CC1(C(=O)NS(=O)(=O)c2ccc(F)cc2F)CCN1C(=O)c1ccco1 (stereo not given)
 : . | 5% | 1%
> Cc1cc(C)nc(/N=C(\N)Nc2ccc3c(c2)OCCO3)n1
 : 2% | ? | 21µM*
> Cc1ccccc1C(=O)OC(C)C(=O)NCc1ccc2c(c1)OCO2 (stereo not given)
 : 1% | 11% | -4%
> CCOC(=O)Cn1nnnc1CN1CCN(c2ccc(OC)cc2)CC1
 : 3% | 7% | 23%
> CN(CC(=O)O)S(=O)(=O)c1ccc2[nH]c(=O)c(=O)[nH]c2c1
 : -7% | 15% | -2%
> O=c1[nH][nH]c2c1[C@@H](c1ccc(F)cc1)O[C@H](CCc1ccccc1)C2
 : . | ? | -23%
> O=C(NCc1ccccn1)C(=O)Nc1ccccc1
 : -3% | -2% | 2%
> CC(/C=N/NC(=O)COc1ccccc1C)=N\NC(=O)COc1ccccc1C
 : -20% | ? | ?
> CN(C)C(CNC(=O)c1cccc(S(=O)(=O)Nc2ccccc2Cl)c1)c1ccco1 (stereo not given)
 : 2% | 1% | ?
> COc1ccc2c(c1)CC(C(=O)N1CCC(C(N)=O)CC1)CO2 (stereo not given)
 : 6% | -15% | -9%
> O=[N+]([O-])c1ccc(S(=O)(=O)N2CCN(Cc3ccco3)CC2)cc1
 : -6% | ? | -27%
> COc1ccc(S(=O)(=O)N(CC(=O)N/N=C/c2ccccc2C(=O)O)c2ccccc2OC)cc1
 : -3% | 8% | 5%
> COc1cc(C2CC(=O)NC(SCC(=O)Nc3ccccc3C)=C2C#N)ccc1O (stereo not given)
 : -17% | -8% | -6%
> COc1ccc(C(=O)NNC(=O)c2cc(C)nc3ccccc23)cc1
 : -4% | 10% | 3%
> Cc1ccc2nc(N3CCN(C)CC3)c(C=O)c(=O)n2c1
 : 1% | 1% | 7%
> Cc1ccc(-c2nc(N)sc2CC(=O)OCC(=O)N2C(C)CCCC2C)cc1 (stereo not given)
 : 18% | ? | -20%
> O=S(=O)(NC1=NCCCCC1)c1cc(F)ccc1F
 : 1% | -11% | -18%
> COC(=O)c1sccc1NC(=O)C12CC3CC(CC(C3)C1)C2
 : . | -15% | -1%
> O=C(Nc1cccc(NC(=O)c2cccs2)c1)c1ccco1
 : -3% | -26% | -8%
> CN(C)c1ccc(C2/C(=C(/O)c3ccc(Br)cc3)C(=O)C(=O)N2C)cc1 (stereo not given)
 : 17% | -14% | -4%
> CCN(Cc1cc2cccc(C)c2[nH]c1=O)C(=O)c1ccccc1OC
 : -3% | 23µM* | ?
> CCc1ccccc1NC(=O)CN1CCN(CC(=O)Nc2cc(C)ccc2OC)CC1
 : 0% | 6.5µM* | ?
> Cc1ccc2sc(NC(=O)CSc3nc(C)cc(C)c3C#N)nc2c1
 : -8% | ? | -21%
> O=C1Nc2ccccc2N=C(c2ccc3c(c2)OCO3)C1N(C(=O)c1ccc2ccccc2c1)C1CC1 (stereo not given)
 : . | 21µM* | 16µM*
> CC(C)C[C@H]1CN=C(N(C)C)N1CCc1cccc(F)c1
 : -8% | -29% | -28%
> COc1cc(/C=N/NC(=O)C(=O)N2CCCC2)ccc1O
 : -1% | 0% | -1%
> O=c1cc(N2CCN(Cc3ccccc3)CC2)[nH]c(=O)n1-c1cccc(C(F)(F)F)c1
 : 0% | -13% | -10%
> CCn1c(SCC(=O)Nc2ccc(NC(=O)c3ccco3)c(OC)c2)nc2ccccc2c1=O
 : -23% | -12% | -10%
> CCOC(=O)c1cc2occc2n1CC(=O)Nc1ccc(OC)cc1OC
 : 7% | ? | 23µM*
> Cc1ccc(CNC(=O)c2ccc3c(c2)nc(C)n3-c2cccc(F)c2)cc1
 : -8% | ? | ?
> COCCCN1C(=O)C(O)=C(C(C)=O)C1c1cccc(F)c1 (stereo not given)
 : 0% | 25% | -6%
> CN1C(=O)SC(Nc2ccccc2)C1=O (stereo not given)
 : -3% | -8% | -20%

Bioassay records: PubChem BioAssay, National Center for Advancing Translational Sciences (NCATS)
